Hep lipid drop – inhibitors of hepatocyte lipid droplet formation, primary screen, imaging, high-throughput imaging, BODIPY stain; inhibition, % at 6.5 µM; AML12 mouse hepatocytes, oleate lipid droplets; 0.4% of 240,000 active; AID 1656, 2009;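 active = lipid droplet intensity inhibited by at least 50%, with more than 500 cells counted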
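Assay system: AML12 hepatocytes (mouse); Probe or stimulus: oleic acid at 100 µM to induce lipid droplet formation; Dosing: compound at 6.5 µM only; Schedule: compound with oleate, overnight; Detection: fluorescence imaging, 20x objective, two fields per well; Measure: % inhibition of lipid droplet signal.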
MT stabilizer – microtubule stabilizers in HeLa cells, primary screen, imaging, high-content imaging. HeLa tubulin immunostaining HCS, 24 h; share of cells brighter than vehicle mean+2SD. % tubulin-high responders, % at 10 µM. 0.83% of 200,000 active. AID 2205, 2009;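 active = plate Z-score above 3 for both tubulin-high and condensed-nucleus cell shares, with cell loss under 80%, at 10 µM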;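 also: anti alpha tubulin signal scored within the nucleus-defined area of each cell; some results filed as inactive read as strong as hits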
Ins promoter up – insulin promoter activators in MIN6 cells, imaging, high-content screening, mouse beta cells. AID 1625, 2009. 0.3% of 190,000 active. z-score at 5 µM. MIN6 insulin promoter-GFP reporter; hits give high values;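 active = z-score above 3 at 5 µM with at least 500 cells counted in the well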
PMI inhibitors – inhibitors of human PMI, primary screen, biochemical, fluorescence intensity, coupled assay (AID 1209); purified PMI enzyme, coupled fluorescence intensity; higher % means a stronger effect; 0.42% of 190,000 active; inhibition, % at 20 µM, or IC50 in µM where a hit was titrated; in the data active = inhibition above about 50%;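 also: plate controls were DMSO vehicle for no effect and wells lacking substrate for full effect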
Dynein transport – inhibitors of GR-EGFP nuclear translocation, primary screen, dynein cargo transport inhibitor project, imaging, high-content, 3617.4 mouse cells. test concentration mostly 20 µM; stimulated with dexamethasone, 1 µM; hits give low values. z-score, hits read low. 0.47% of 220,000 active. AID 1381, 2008;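 active = plate z-score of nuclear minus cytoplasmic receptor signal below a set negative limit, without overly bright fluorescence or cell loss, cut at about -3.5 in these data, passing the limit was not always enough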;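 also: z-score of nuclear minus cytoplasmic ring GR-EGFP intensity difference per well; some compounds called inactive have numbers as strong as hits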
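Also added: dexamethasone, 1.0 µM final. Medium: tet-free, stripped-serum medium. Detection: fixed, Hoechst-stained cells imaged at 10x for EGFP. Read-out: nuclear-to-cytoplasmic GR-EGFP distribution per well. Times: induction 48 h, compound 1 h, agonist 30 min.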
T cell modulator – modulators of CD8 T cell-vesicle binding, primary screen, mouse 2C CD8+ T cells, flow cytometry | 0.068% of 330,000 active | 2C CD8+ T cell-vesicle binding; hits give low values | AID 2052, 2009 | calls only at 7 µM;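 active = response, share of CD8 T cells binding vesicles, and their 90th percentile fluorescence all below set limits, cut at about 80% in these data, passing the limit was not always enough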
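Test system: purified 2C TCR transgenic mouse naive CD8+ T cells. Probe or stimulus: QL9-peptide-loaded Drosophila micro-vesicles bearing Ld, ICAM-1 and B7-1. Incubation: binding step 1.5 h, 37 °C, antibody labelling 20 min, ice. Measured by: flow cytometry of vesicle-bound cells.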
TNAP activators – human TNAP enzyme activators, primary screen, biochemical, luminescent, no phosphate acceptor, uHTS (AID 1001). Alkaline phosphatase, tissue-nonspecific isozyme (Homo sapiens). purified TNAP, luminescent activation assay, no phosphate acceptor; higher activation fold means a stronger effect. 0.03% of 200,000 active. activation fold at 20 µM; hits with a dose series show EC50 in µM; in the data active = activation fold from about 3, or a potency from the dose series; inactive = the rest, 99 in 100 with activation fold below about 1.6; also: many of its hits are not listed in these tables
b-catenin transl – modulators of beta-catenin nuclear translocation, primary screen, imaging, HeLa cells, immunofluorescence, high-content; nuclear translocation activity, % at 5 µM; AID 1665, 2009; 0.3% of 190,000 active;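 active = nuclear translocation activity above 50% at 5 µM, with a well cell count of 50 or more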;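 also: per-cell ratio of nuclear to cytoplasmic median beta-catenin stain intensity; plate controls were DMSO negative control for no effect and GSK-3 inhibitor IX positive control for full effect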
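Read-out: Nuclear/cytoplasmic beta-catenin signal ratio, % activation | Assay system: Human HeLa cell line | Times: 24 h compound exposure at 37°C, 5% CO2 | Signal: Fluorescence imaging of beta-catenin antibody stain plus DAPI | Dosing: 5 µM primary, 0.02–20 µM confirmation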
Myeloid diff MLP – induction of myeloid progenitor differentiation, primary screen, cell-based, flow cytometry, MLPCN library. calls only at 10 µM. ER-HoxA9 myeloid progenitors, lysozyme-GFP differentiation. AID 624256, 2012. 1% of 360,000 active;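 active = normalized GFP-positive differentiation at or above the plate's own cutoff, the solvent-only control mean plus 3 SD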;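 also: cells exposed to compound for four days before flow analysis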
Dynein transport cytoplasmic EGFP – recorded beside Dynein transport, whose call it bears; z-score; measured here: cytoplasmic GR-EGFP intensity; hits give high values
Dynein transport nuclear GR-EGFP – further read-out of Dynein transport, marked with its call; z-score; measured here: nuclear GR-EGFP intensity;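 lower value marks the stronger effect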
Dynein transport cell count – further read-out of Dynein transport, marked with its call; z-score; measured here: cell count per field
Ins promoter up cell count – recorded beside Ins promoter up, whose call it bears; cell count; measured here: cytotoxicity, nuclei count;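 total cells summed across four imaged fields per well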
Hep lipid drop cells 6.5 µM – further read-out of Hep lipid drop, marked with its call; cell count; measured here: cell count, cytotoxicity flag;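 cells counted across two imaged fields per well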
b-catenin transl cell count 5 µM – also measured in b-catenin transl; calls as there; cell count; measured here: cell count, cytotoxicity flag
T cell modulator vesicle-bound % – further read-out of T cell modulator, marked with its call; double positive events, %; measured here: CD8+ vesicle-bound cell fraction;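 binding gate set so that unloaded-vesicle control wells show 10% double positive cells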
MT stabilizer Hoechst-high % – second read-out of MT stabilizer, no call of its own (marks repeat the call); % Hoechst-high responders; measured here: nuclear condensation Hoechst responders;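 share of cells brighter than vehicle mean plus two SD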
MT stabilizer cytotoxicity % – second read-out of MT stabilizer, no call of its own (marks repeat the call); toxicity, %; measured here: cytotoxicity by cell density;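 0% = mean cell density of plate MIN control wells and 100% = no cells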
Myeloid diff MLP GFP+ MAC1+ % – recorded beside Myeloid diff MLP, whose call it bears; GFP+ MAC1+ double positive, %; measured here: differentiation confirmed by MAC1 staining
Active calls of the source: *; i = inactive; . = no result given.

SMILES | Hep lipid drop | Hep lipid drop cells 6.5 µM | MT stabilizer | MT stabilizer Hoechst-high % | MT stabilizer cytotoxicity % | Ins promoter up | Ins promoter up cell count | PMI inhibitors | Dynein transport | Dynein transport cytoplasmic EGFP | Dynein transport nuclear GR-EGFP | Dynein transport cell count | T cell modulator | T cell modulator vesicle-bound % | TNAP activators | b-catenin transl | b-catenin transl cell count 5 µM | Myeloid diff MLP | Myeloid diff MLP GFP+ MAC1+ %
CCOC(=O)C1CCCN(C(=O)CCn2nc(-c3ccccc3)ccc2=O)C1 (stereo not drawn) | . | . | 3.3 | 0.9 | 0.2 | -0.78 | 1345 | 0% | 0.45 | -0.47 | 0.00066 | 0.031 | i | 75 | 1.1 | -0.2 | 1468 | i | 0.6
COC(=O)c1cccc(NC(=S)NC(C)C)c1 | -25 | 653 | 0.9 | 0.9 | 2.0 | -0.06 | 1285 | 6% | 0.71 | -0.3 | 0.54 | -0.83 | i | 10 | 1 | -1.2 | 1116 | i | 0.3
CC12C(=O)N(n3cnnc3)C(=O)C1C1C=CC2C1 (stereo not drawn) | 18 | 732 | 2.2 | 2.5 | 4.9 | -0.06 | 1281 | 4% | 0.95 | -0.22 | 0.51 | 0.94 | i | 43 | 1 | -0.5 | 1039 | i | 6.5
CCOC(=O)c1c(N)nn(C(=O)c2ccccc2F)c1-c1ccc(OC)cc1 | 15 | 699 | 1.0 | 1.1 | 0.7 | -0.14 | 1568 | 2% | -0.71 | -0.25 | 0.071 | 0.048 | i | 40 | 1.1 | -5.9 | 1164 | i | 0.7
O=C(c1cccc(C(=O)N2CCN(Cc3ccccc3)CC2)c1)N1CCN(Cc2ccccc2)CC1 | 6 | 724 | 4.6 | 1.9 | 6.2 | -0.23 | 1203 | 12% | 1.5 | 0.045 | 1.7 | -2.5 | i | 31 | 1.1 | -0.5 | 1096 | i | 0.8
c1ccc(-c2oc3ncnc(NCCCN4CCOCC4)c3c2-c2ccccc2)cc1 | . | . | 6.0 | 3.3 | 6.7 | -2.9 | 1080 | 11% | -0.62 | -0.22 | -0.17 | 0.29 | i | 20 | 1 | -3.8 | 1009 | i | 0.3
CC(C)(C)C(=O)Nc1sc2c(c1C#N)CCC2 | 2 | 706 | 0.8 | 0.8 | 4.9 | 0.14 | 1382 | -10% | -0.22 | -0.39 | -0.67 | 0.76 | i | 37 | 1.2 | 0.7 | 1074 | i | 0.3
COc1cc(/C=C/CO)cc(OC)c1O[C@@H]1O[C@H](CO)[C@@H](O)[C@H](O)[C@H]1O | -2 | 744 | 2.4 | 1.5 | 0.0 | 0.45 | 1059 | 5% | -0.51 | -0.25 | 0.13 | 0.47 | i | 15 | 1.1 | -3.8 | 565 | i | 1.2
CCCCC/S(CC1CC1(Cl)Cl)=N\S(=O)(=O)c1ccc(C)cc1 (stereo not drawn) | -19 | 698 | 1.8 | 1.5 | 1.2 | -0.48 | 1117 | -5% | 0.63 | -0.23 | 0.43 | -0.51 | i | 68 | 1.1 | 0.0 | 1094 | i | 0.3
O=c1cc(-c2ccccc2)n(S(=O)(=O)c2ccc3ccccc3c2)o1 | . | . | 3.9 | 1.4 | 2.8 | . | . | . | 1.8 | -0.12 | 1 | -1.4 | i | 43 | . | . | . | i | 0.9
COc1ccc(CCn2c(NN)nc3c2c(=O)[nH]c(=O)n3C)cc1 | 11 | 714 | . | . | . | -0.51 | 818 | . | -0.5 | -0.25 | -0.18 | 0.96 | i | 40 | . | 37 | 611 | i | 0.6
CCS(=O)(=O)Nc1ccccc1C(N)=O | 27 | 721 | 5.4 | 1.9 | 5.4 | -0.08 | 1612 | 3% | 0.94 | -0.34 | 0.91 | -0.2 | i | 29 | 1.2 | 5.8 | 795 | i | 0.1
COc1cc(C(=O)NNC(=S)Nc2ccc(S(N)(=O)=O)cc2)cc(OC)c1OC | 0 | 700 | 7.4 | 1.3 | 6.5 | 0.67 | 1285 | 57%* | -0.18 | 0.15 | -0.097 | 0.9 | i | 20 | 1.7 | 0.3 | 1467 | i | 0.5
Cc1ccncc1C(N)=O | -4 | 720 | . | . | . | -0.01 | 1204 | . | 0.59 | -0.25 | 0.28 | 0.61 | i | 26 | . | -0.6 | 1306 | i | 0.5
CC(C)n1cc(/C=C2/SC(=O)N(CC(=O)Nc3ccc4c(c3)OCO4)C2=O)c2ccccc21 | . | . | 4.0 | 2.7 | 1.6 | -0.55 | 1654 | -12% | -0.59 | -0.051 | 0.39 | 0.38 | i | 32 | 1 | -2.0 | 1289 | i | 2.1
C/C(=N\Nc1cc(-c2ccccc2)nc(-c2ccccc2)n1)c1ccc(O)c(C)c1 | 0 | 708 | 4.1 | 1.6 | 3.2 | -1.1 | 1150 | 18% | 0.14 | -0.27 | -0.063 | 0.65 | i | 45 | 1 | 6.9 | 956 | i | 1.0
Cn1c(=O)c2c(nc(NCc3ccco3)n2CC(O)CO)n(C)c1=O (stereo not drawn) | -1 | 694 | 4.7 | 1.8 | 4.4 | -0.51 | 1425 | 12% | -0.29 | -0.27 | 0.061 | -0.32 | i | 39 | 1 | -0.9 | 1063 | i | 0.7
CCOn1c(SC(C)C)nc2ccccc2c1=O | -2 | 808 | 2.2 | 2.0 | 7.5 | 0.84 | 838 | 11% | -0.35 | -0.055 | -0.068 | 0.87 | i | 37 | 1.1 | -0.8 | 1207 | i | 0.5
COC(C(=O)Nc1ccc(Cl)cc1C)c1ccccc1 (stereo not drawn) | -20 | 759 | 2.8 | 2.6 | 1.8 | 0.16 | 1320 | -2% | -0.64 | -0.28 | -0.68 | 0.43 | i | 50 | 1.1 | -0.3 | 593 | i | 0.5
Cc1n[nH]c(C)c1S(=O)(=O)N1CCCC(C(=O)N2CCc3ccccc32)C1 (stereo not drawn) | . | . | 2.2 | 1.6 | 7.9 | -0.22 | 1508 | -4% | -0.52 | -0.23 | -0.099 | 0.55 | i | 17 | 0.8 | -3.0 | 1027 | i | 1.0
COc1ccc(-c2c(C)nn(-c3ccccc3)c2N)cc1 | 22 | 834 | 2.0 | 1.5 | 5.1 | -0.06 | 905 | 9% | 1.1 | 0.51 | 1.1 | -1.4 | i | 48 | 1.1 | . | . | i | 0.7
Cc1cccc(CSc2nc(N)c(C#N)c(-c3cccs3)c2C#N)c1 | -6 | 658 | 4.4 | 1.4 | 5.0 | . | . | 7% | 1.5 | -0.14 | 1.4 | -2.1 | i | 28 | 1.1 | . | . | i | 1.5
O=c1[nH]n(-c2ccccc2)c(=O)c(Cl)c1Cl | . | . | 1.6 | 1.8 | 6.6 | . | . | -12% | -0.24 | -0.2 | -0.43 | 0.025 | i | 45 | 1.1 | . | . | i | 5.1
CCC(C)n1c(OC)nc2c1c(=O)n(C)c(=O)n2C (stereo not drawn) | -9 | 617 | 1.6 | 3.0 | 3.1 | -0.13 | 1489 | 0% | -0.16 | -0.1 | -0.14 | -0.42 | i | 59 | 1.1 | 0.9 | 1012 | i | 0.4
O=C(N=Nc1c(O)[nH]c2ccc([N+](=O)[O-])cc12)c1ccccc1[N+](=O)[O-] | 6 | 753 | . | . | . | . | . | . | 1.6 | -0.16 | 0.61 | -2 | i | 20 | . | 0.1 | 1329 | i | 0.3
O=C(Nc1ncccc1Cl)C1COc2ccccc2O1 (stereo not drawn) | 19 | 804 | 0.9 | 0.9 | 3.4 | 0.05 | 962 | -2% | -0.55 | -0.3 | -0.41 | 0.47 | i | 16 | 1.1 | 4.1 | 941 | i | 7.8
O=C(CN1C(=O)c2ccccc2C1=O)NCc1ccncc1 | 4 | 757 | 3.4 | 1.9 | 7.7 | -0.25 | 1239 | 6% | -1.2 | -0.24 | 0.00091 | 0.59 | i | 64 | 1.1 | 2.5 | 1179 | . | .
CCC(C)n1c(SCc2ccc([N+](=O)[O-])cc2)nc2ccsc2c1=O (stereo not drawn) | 7 | 699 | 2.5 | 2.8 | 5.7 | -0.5 | 1442 | 12% | -0.35 | -0.25 | -0.1 | 0.87 | i | 48 | 1 | -0.9 | 1108 | i | 0.7
O=[N+]([O-])c1ccc(C[n+]2cc(-c3ccccc3)n3c2CCCCC3)cc1 | 0 | 713 | 3.2 | 2.3 | 2.2 | . | . | -13% | -0.74 | -0.25 | -0.47 | 0.23 | i | 51 | 1 | 0.4 | 1148 | i | 0.9

Complete entries as entered above. Values in the order: Hep lipid drop	Hep lipid drop cells 6.5 µM	MT stabilizer	MT stabilizer Hoechst-high %	MT stabilizer cytotoxicity %	Ins promoter up	Ins promoter up cell count	PMI inhibitors	Dynein transport	Dynein transport cytoplasmic EGFP	Dynein transport nuclear GR-EGFP	Dynein transport cell count	T cell modulator	T cell modulator vesicle-bound %	TNAP activators	b-catenin transl	b-catenin transl cell count 5 µM	Myeloid diff MLP	Myeloid diff MLP GFP+ MAC1+ %
O=c1cc(-c2ccccc2)n(S(=O)(=O)c2ccc3ccccc3c2)o1 across the screens: .	.	3.9	1.4	2.8	.	.	.	1.8	-0.12	1	-1.4	i	43	.	.	.	i	0.9
COc1cc(C(=O)NNC(=S)Nc2ccc(S(N)(=O)=O)cc2)cc(OC)c1OC across the screens: 0	700	7.4	1.3	6.5	0.67	1285	57%*	-0.18	0.15	-0.097	0.9	i	20	1.7	0.3	1467	i	0.5

From PubChem
